Compound activity deposited in PubChem BioAssay by Sanford-Burnham Center for Chemical Genomics.
EBI2 block: EBI2 receptor antagonists, beta-arrestin recruitment, primary screen, cell-based, luminescence, 7a,25-OHC stimulation, uHTS. 7a,25-OHC stimulated. inhibition, % at 5 µM. 360,000 compounds, 0.81% hits; in the data active = inhibition above about 38%;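 note: enzyme fragment complementation signal reports receptor beta-arrestin coupling in cells; 0% = agonist plus DMSO wells and 100% = wells without agonist; some results beyond the cut were filed as inactive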
Target sequence (P32249 whole entry, looked up, the tested form may be a part): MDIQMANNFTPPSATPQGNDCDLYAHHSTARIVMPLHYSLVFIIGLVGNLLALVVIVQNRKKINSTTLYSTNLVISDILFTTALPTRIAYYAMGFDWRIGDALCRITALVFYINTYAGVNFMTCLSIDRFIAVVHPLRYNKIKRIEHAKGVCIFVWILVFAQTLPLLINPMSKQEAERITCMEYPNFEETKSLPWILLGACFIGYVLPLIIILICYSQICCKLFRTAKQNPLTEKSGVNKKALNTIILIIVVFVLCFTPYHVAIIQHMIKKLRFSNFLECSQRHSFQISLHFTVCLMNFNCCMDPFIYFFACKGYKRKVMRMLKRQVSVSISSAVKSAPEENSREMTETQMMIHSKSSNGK
APJ agonist: agonists of human apelin receptor APJ, primary screen, CHO-K1 cells, PathHunter beta-arrestin, luminescence; P35414; 0% DMSO wells, 100% apelin; activation, % at 20 µM; 330,000 compounds, 0.11% hits; AID 2520, 2010;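 active = activation more than six SD over the plate average, tested at 20 µM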;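 note: 0% = DMSO alone and 100% = apelin-13 at 10 nM; some results filed as inactive read as strong as hits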
Target sequence (P35414 whole entry, looked up): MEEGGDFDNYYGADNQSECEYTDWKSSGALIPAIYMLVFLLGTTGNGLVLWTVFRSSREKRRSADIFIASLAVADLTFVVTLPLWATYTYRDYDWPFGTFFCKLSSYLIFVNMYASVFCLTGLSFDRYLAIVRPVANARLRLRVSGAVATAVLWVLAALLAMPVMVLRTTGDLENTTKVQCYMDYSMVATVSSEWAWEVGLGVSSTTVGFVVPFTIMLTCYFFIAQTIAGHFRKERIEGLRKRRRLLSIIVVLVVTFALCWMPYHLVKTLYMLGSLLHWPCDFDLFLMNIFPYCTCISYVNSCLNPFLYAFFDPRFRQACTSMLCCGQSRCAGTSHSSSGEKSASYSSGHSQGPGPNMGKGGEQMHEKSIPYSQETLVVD
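Material: CHO-K1 APJ beta-arrestin complementation cell line; Input: cell density 1000 per well; Incubation: compound stimulation 90 min at 25 °C, detection 60 min; Signal: luminescence from split beta-galactosidase complementation, Galacton Star/Emerald II substrate; Controls: DMSO-only wells as negative, 10 nM Apelin-13 as positive control.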
XBP1 UPR activ: activators of adaptive XBP1 UPR arm, primary screen, cell-based, CHO-XBP1 luciferase reporter, luminescence, uHTS; IRE1-XBP1 UPR activation; percent of tunicamycin response, DMSO as zero; activation, % at 20 µM; 330,000 compounds, 0.33% hits; AID 463104, 2010;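 active = versus positive control, 20 µM dose yields 30% or more activation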;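 note: 100% = tunicamycin at 10 µg/mL and 0% = DMSO only wells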
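incubation = overnight seeding at 37 °C, 6 h compound treatment at 37 °C | assay system = CHO-XBP1 cells stably carrying IRE1-XBP1-driven luciferase reporter | input = 1000 cells per well | detection = luciferase luminescence | dosing = single point, 20 µM final compound, 1% DMSO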
APJ antag: antagonists of human apelin receptor APJ, primary screen, CHO-K1 cells, beta-arrestin complementation, luminescence | AID 2521, 2010 | 330,000 compounds, 0.32% hits | inhibition, % at 20 µM | P35414;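 active = inhibition above about 40% at 20 µM, limit read from the data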;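 note: cells challenged with 10 nM apelin-13 agonist together with compound; plate controls were apelin-13 plus DMSO wells for no effect and DMSO wells lacking apelin-13 for full effect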
Mdm2-MdmX inh: inhibitors of human Mdm2-MdmX association, primary screen, cell-based, luminescence, split luciferase, SaOS-2, uHTS; 330,000 compounds, 3% hits; Protein Mdm4 (Homo sapiens) + E3 ubiquitin-protein ligase Mdm2 (Homo sapiens), …; SaOS-2 split-luciferase Mdm2/MdmX complementation; inhibition, % at 8 µM;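 active = inhibition of at least 50% at 8 µM in the primary screen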
UPR CHOP act: activators of apoptotic CHOP UPR arm, primary screen, cell-based, CHO-CHOP luciferase reporter, luminescence, uHTS; activation, % at 10 µM; UPR activation; percent of tunicamycin response over DMSO baseline; 330,000 compounds, 0.34% hits;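 active = at 10 µM dose, activation of 40% or more, normalized to positive control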;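 note: 100% = tunicamycin at 10 µg/mL and 0% = DMSO alone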
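assay system = CHO CHOP reporter cells | amount = 500 CHO-CHOP cells per well | buffer or medium = F12 with 10% FBS | incubation = 16-18 h cell attachment, then 6 h compound exposure, 37 °C | detection = luminescence read with Steady-Glo | read-out = percent activation relative to tunicamycin control | controls = tunicamycin high control, DMSO low control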
CCR6 antagonist: CCR6 receptor antagonists, primary screen, cell-based, CHO-K1, luminescence, beta-arrestin, uHTS; C-C chemokine receptor type 6 (Homo sapiens), P51684; CHO-K1 CCR6 PathHunter beta-arrestin, CCL20-stimulated; inhibition, % at 20 µM; 340,000 compounds, 0.49% hits; AID 493098, 2011;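 active = compounds whose inhibition of the agonist-driven luminescence signal at 20 µM reaches about 50%, limit read from the data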;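 note: cells stimulated with CCL20 at 14 nM final; plate controls were DMSO with CCL20 for no effect and DMSO without agonist for full effect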
CXCR6 inh: CXCR6 receptor inhibitors, primary screen, cell-based, beta-arrestin, luminescence, CHO-K1 PathHunter, 1536-well; C-X-C chemokine receptor type 6 (Homo sapiens), O00574; inhibition, % at 20 µM; 360,000 compounds, 0.36% hits; in the data active = inhibition above about 34%, passing the limit was not always enough;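 note: antagonist mode with CXCL16 agonist at 10 nM final; 0% = 10 nM CXCL16 with DMSO and 100% = unstimulated wells without agonist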
Target sequence (O00574 whole entry, looked up): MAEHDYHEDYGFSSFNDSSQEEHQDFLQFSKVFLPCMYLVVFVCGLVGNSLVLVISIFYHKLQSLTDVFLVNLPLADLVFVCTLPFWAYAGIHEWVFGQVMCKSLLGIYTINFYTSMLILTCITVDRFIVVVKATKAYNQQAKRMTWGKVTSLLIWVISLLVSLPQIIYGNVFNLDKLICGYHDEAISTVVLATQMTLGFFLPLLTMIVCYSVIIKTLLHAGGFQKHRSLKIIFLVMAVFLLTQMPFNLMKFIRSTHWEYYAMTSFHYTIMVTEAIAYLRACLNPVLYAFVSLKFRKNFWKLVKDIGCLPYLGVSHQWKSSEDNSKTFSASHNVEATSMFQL
tim23-1 inh: growth inhibitors of tim23-1 mutant yeast, primary screen, luminescence, uHTS; S. cerevisiae tim23-1 growth, BacTiter-Glo luminescence, 24 h; inhibition, % at 20 µM; 330,000 compounds, 1.3% hits; AID 463212, 2010;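 active = growth inhibition of the mutant yeast at or above 50%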;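 note: temperature-sensitive mutant grown at 25 °C; plate controls were DMSO-treated mutant yeast for no effect and medium wells lacking yeast for full effect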
An asterisk follows results filed as active; . = no result given. The list is partial; the hit share may differ from the screen's.

SMILES	EBI2 block	APJ agonist	XBP1 UPR activ	APJ antag	Mdm2-MdmX inh	UPR CHOP act	CCR6 antagonist	CXCR6 inh	tim23-1 inh
Clc1ccc(CNCCC2=CCCCC2)cc1	-2	1	0	-3	3	-0.1	20	4	11
O=C(NC(=S)Nc1ccc(S(=O)(=O)N2CCCC2)cc1)C1CC1	-7	-2	0	3	14	-0.7	31	9	12
CN1C(=O)/C(=C/c2cc(N=Nc3ccccc3)ccc2O)SC1=S	47*	-15	-1	60*	92*	-1.0	74*	51*	55*
CCNC(=O)CSc1nc(-c2ccc(F)cc2)cs1	9	-3	6	-11	6	3.6	15	-14	-3
COc1cccc(N=c2oc3c(C)ncc(CO)c3cc2C(N)=O)c1	-6	0	1	-14	-3	0.8	0	-4	12
CCC1(CC)NC(=O)N(CC(=O)OCC(=O)c2ccccc2OC)C1=O	6	-5	0	-39	30	0.3	1	10	-9
COc1cccc(NC(=O)CN(C)C(=O)CN2C(=O)NC(C)(c3ccc(C)cc3)C2=O)c1 (stereo not given)	-4	-2	0	4	-2	2.0	-3	-12	-9
COc1cc(CN2CCC(C)CC2)ccc1OCc1ccccc1	-5	-1	-5	-16	-18	1.8	19	-11	0
COc1ccc(OC)c(C2=NOC(C(=O)Nc3cc(C)nn3-c3ccccc3)C2)c1 (stereo not given)	-7	-1	2	23	-3	1.6	-5	-2	37
C[C@@H]1CCC(=O)N(C[C@@H](C)CSc2ccccc2)CC1	0	-4	-1	10	-10	-1.0	2	-5	26
COc1ccc(S(=O)(=O)N2CCC(C(=O)NCC(c3cccs3)N(C)C)CC2)cc1 (stereo not given)	-2	-4	1	9	4	-1.1	-8	-2	7
Cc1nnc(NC(=O)CCS(=O)(=O)Cc2ccccc2)s1	-6	-2	-3	0	45	1.8	-4	-3	16
CCn1c(O)c(C=NC2CCCC(C)C2C)sc1=S (stereo not given)	-1	-3	2	-4	-29	3.8	14	8	51*
N#CC1(NC(=O)CSc2nnc(-c3ccccc3F)o2)CCCCC1	9	0	-1	11	-9	0.7	8	-5	7
CN1CCN(S(=O)(=O)c2ccc(N3CCN(C(c4ccccc4)c4ccccc4)CC3)nc2)CC1	14	-2	4	12	6	2.0	13	5	12
O=C(NCc1ccccn1)c1ccc(CNS(=O)(=O)c2ccc(F)cc2)cc1	-13	-3	-4	-7	-20	1.6	15	2	-6
Cc1ccc(O)c(C(=O)c2cnc3c(c2)c(=O)n(C)c(=O)n3C)c1	8	-3	2	17	-2	-1.0	9	18	-15
CCC(=O)Nc1c2c(nn1-c1ccc(F)cc1)CS(=O)C2 (stereo not given)	-6	-5	-1	10	0	-0.7	-2	6	12
O=C(CCC(=O)NNC(=O)COc1ccccc1)NCc1ccccc1	-15	-5	-1	10	10	-0.4	-8	-4	23
COc1ccc(S(=O)(=O)N(C)C)cc1NC(=O)COC(=O)Cn1cnc2ccccc2c1=O	-6	-2	0	-10	13	-2.2	9	-4	-13
CCOc1ncccc1C(=O)OCC(=O)Nc1ccc(C(C)C)cc1	0	-3	1	-11	-18	-2.0	3	0	29
Cc1ccc(CNC(=O)CCS(=O)(=O)c2cc3c(cc2Cl)NC(=O)CO3)o1	-3	3	-2	-8	6	1.8	8	2	7
COc1cccc(NS(=O)(=O)c2ccc3c(c2)NC(=O)CC(=O)N3)c1	-5	-1	-4	18	8	-0.4	3	6	-7
Cc1ccc(-n2ncc(C(=O)Nc3ccc(Cl)cc3)c2C2CCNCC2)cc1C	18	-3	7	5	61*	0.7	3	-1	3
COC(=O)c1ccccc1NC(=O)COC(=O)C1CCCCC1	-3	-2	0	10	1	0.2	6	2	22
Cc1ccccc1C(=O)NNC1=NCCC1	0	-4	-1	2	-6	-0.2	-12	1	-16
O=C(NCc1ccccc1)C(c1ccco1)N(C(=O)c1ccccn1)c1ccc(F)cc1 (stereo not given)	7	1	2	7	13	2.5	14	-10	7
Cc1cc(NC(=O)c2cccs2)n(-c2nc3ccccc3[nH]2)n1	17	-6	23	34	40	4.8	49	30	-26
COc1ccc(OC)c(/C=C/C(=O)c2ccc3c(c2)OCCO3)c1	9	-2	-1	17	76*	8.7	14	0	34
CC(C)[C@H](NC(=O)c1ccc(Cl)cc1Cl)C(=O)NNc1cccc(C(=O)O)c1	1	-3	4	13	-24	-0.9	5	-4	8
CN(C)/C=C/C(=O)c1ccccc1OCc1cnc(Cl)s1	-13	-1	-3	-22	22	-0.7	-3	-12	2
CC1(C)CC(=O)C=C(NCCN2CCN(C(=O)Nc3ccccc3)CC2)C1	1	-3	4	16	21	2.1	-6	-2	0
CN(C)C(=O)N1CCC(C(=O)NCc2ccccc2Cl)CC1	3	2	-3	-24	-1	-0.2	-3	-1	-2
O=C(COC(=O)c1cnccn1)c1ccc([N+](=O)[O-])cc1	1	-2	-1	8	16	2.0	-17	-5	-8
CCOC(=O)c1cc(COc2cc(Cl)cc(Cl)c2)on1	.	0	-2	15	8	2.6	-12	.	10
Cc1ccc(-n2c(SCC(=O)NCC3CCCO3)nc3ccccc3c2=O)cc1 (stereo not given)	8	-1	0	8	10	1.4	12	21	30
CC/C(=N/O)c1cnnc(SC)n1	-5	3	2	0	12	0.2	8	-2	9
CCc1ccc(C(=O)O)cc1	-5	-6	-2	3	-2	-0.1	-8	-19	15
Cc1ccc2cc(CCNC(=O)c3cc4ccccc4o3)c(=O)[nH]c2c1C	5	-1	-1	-15	-2	1.8	-11	0	38
COC(=O)c1ccc(N2OC3(C)C=CC2CC3)cc1 (stereo not given)	-8	0	5	3	-50	3.0	11	-6	7
CCOC(=O)Cn1nc(C)c(NC(=O)COc2ccc([N+](=O)[O-])c(C)c2)c1C	-8	0	-3	-34	8	-0.2	3	-2	17
O=S(=O)(c1cnccc1N1CCN(/N=C/c2ccc(Cl)cc2)CC1)N1CCCCC1	29	4	-1	-7	32	-1.7	-5	-7	-10
O=C(CSCc1ccc(C(=O)O)cc1)Nc1ccc2ccccc2c1	1	-5	1	-3	-1	0.5	2	-12	3
COc1ccc(N(CC(=O)NC2CCCCC2)C(=O)CNC(=O)c2cccs2)cc1OC	0	-2	4	7	-19	1.0	-13	2	3
O=C1CC(c2ccccc2)CN1C(=O)c1ccccc1 (stereo not given)	-1	-5	-2	17	-2	0.1	6	10	16
O=C(NCc1nc2ccccc2[nH]1)C1=C[C@H](C2CCCCC2)C[C@H](OCc2ccc(CO)cc2)O1	21	-4	-2	-66	68*	-1.2	9	-6	17
Clc1ccsc1-c1csc(-c2cccnc2)n1	6	-1	6	8	-6	1.5	-1	0	18
CCCc1ccc2oc(C(=O)N3CCN(CC(=O)NC(C)C)CC3)c(C)c2c1	-2	-1	-3	4	-4	2.3	2	0	20
CNC(=O)COC(=O)[C@@H](Nc1ccc(S(=O)(=O)N2CCOCC2)cc1[N+](=O)[O-])C(C)C	1	2	-3	-7	-6	0.3	11	-10	-4
CCOC(=O)c1cc2c(OC)ccc(OC)c2n1CC(=O)c1ccccc1	10	-3	-1	14	15	0.2	15	0	2
Cc1cc(C)c(-c2csc(NC(=O)c3cc([N+](=O)[O-])ccc3N3CCOCC3)n2)c(C)c1	13	-3	0	18	35	-2.6	17	3	36
O=C(O)c1cccc(-n2cccc2/C=C/[N+](=O)[O-])c1	3	-3	-2	-8	27	1.0	13	8	10
COc1cc(C(=O)Nc2ccc(OCC(=O)O)cc2)cc(OC)c1OC	-5	17	-2	-12	23	0.2	-10	0	17
Cc1ccc(S(=O)(=O)N(C)C)cc1NC(=O)COC(=O)/C=C/c1ccc(F)cc1	-6	-3	0	0	20	2.1	5	-12	4
Cc1ccc(-c2nc3ccccc3[nH]2)cc1NC(=O)c1ccc2c(c1)OCO2	7	3	7	-13	16	3.3	-2	2	-10
COC(=O)c1sccc1NC(=O)CSc1ccccc1NS(=O)(=O)c1ccccc1Cl	10	-7	-2	15	33	-0.5	6	3	14
COc1ccccc1NS(=O)(=O)c1ccc(C)c(C(=O)NCC2CCCO2)c1 (stereo not given)	-8	-4	0	-16	-5	-3.0	4	-6	11
COc1cc(NC(=O)c2ccc(F)cc2)c(OC)cc1NC(=O)CN1CCOCC1	-2	1	-5	-16	15	-0.9	-3	-3	5
COc1cc(/C=N\NC(=O)c2ccc(-c3ccccc3)cc2)ccc1OCC(N)=O	-18	13	7	-18	50*	26	-11	6	6
O=C(Nc1ccc(Cl)c(Cl)c1)N1N=CCC1c1ccccc1 (stereo not given)	3	1	-1	-49	-9	2.2	22	-7	52*

(more compounds)
SMILES	EBI2 block	APJ agonist	XBP1 UPR activ	APJ antag	Mdm2-MdmX inh	UPR CHOP act	CCR6 antagonist	CXCR6 inh	tim23-1 inh
CCSc1ccc([C@@H]2[C@H]3C(=O)N(CC)C(=O)[C@H]3[C@]3(C(=O)OC)CCCCN23)cc1	5	-1	-1	-52	6	-1.9	1	3	81*
COc1ccccc1/C=C/C(=O)OCC(=O)N1CCN(S(=O)(=O)c2ccc(C)cc2C)CC1	0	-1	-2	-30	8	0.7	14	-1	23
COc1ccc(C(C(=O)NC(C)(C)C)N(C(=O)CCC(=O)Nc2cc(C)on2)c2c(C)cccc2C)cc1 (stereo not given)	-2	2	-2	11	16	3.0	7	1	2
O=C1SCCC1NS(=O)(=O)c1ccccc1[N+](=O)[O-] (stereo not given)	-1	-2	-4	-14	9	-1.2	-10	-16	20
C[C@H]1CN([C@@H](C)CO)C(=O)c2cccc(NC(=O)c3cnccn3)c2O[C@@H]1CN(C)S(=O)(=O)c1ccc(F)cc1	4	-2	-2	-7	11	0.1	11	5	3
COc1ccc(-c2nnc(NC(=O)c3cccs3)s2)c(OC)c1	-5	-1	-3	4	42	1.5	9	-4	-14

Given with bars between the fields: part of the list above.
SMILES | EBI2 block | APJ agonist | XBP1 UPR activ | APJ antag | Mdm2-MdmX inh | UPR CHOP act | CCR6 antagonist | CXCR6 inh | tim23-1 inh
COc1ccc(C(C(=O)NC(C)(C)C)N(C(=O)CCC(=O)Nc2cc(C)on2)c2c(C)cccc2C)cc1 (stereo not given) | -2 | 2 | -2 | 11 | 16 | 3.0 | 7 | 1 | 2
O=C1SCCC1NS(=O)(=O)c1ccccc1[N+](=O)[O-] (stereo not given) | -1 | -2 | -4 | -14 | 9 | -1.2 | -10 | -16 | 20
C[C@H]1CN([C@@H](C)CO)C(=O)c2cccc(NC(=O)c3cnccn3)c2O[C@@H]1CN(C)S(=O)(=O)c1ccc(F)cc1 | 4 | -2 | -2 | -7 | 11 | 0.1 | 11 | 5 | 3
